Source: PubChem BioAssay (Broad Institute)
TcdB GH inh: TcdB glycohydrolase inhibitors, primary screen, biochemical, single point, plate reader; Toxin B (Clostridioides difficile), P18177; TcdB glycohydrolase enzymatic assay; inhibition, % at 9.99 µM; hit rate 0.24% among 350,000; in the data active = inhibition above about 10%
Target sequence (P18177 whole entry, looked up): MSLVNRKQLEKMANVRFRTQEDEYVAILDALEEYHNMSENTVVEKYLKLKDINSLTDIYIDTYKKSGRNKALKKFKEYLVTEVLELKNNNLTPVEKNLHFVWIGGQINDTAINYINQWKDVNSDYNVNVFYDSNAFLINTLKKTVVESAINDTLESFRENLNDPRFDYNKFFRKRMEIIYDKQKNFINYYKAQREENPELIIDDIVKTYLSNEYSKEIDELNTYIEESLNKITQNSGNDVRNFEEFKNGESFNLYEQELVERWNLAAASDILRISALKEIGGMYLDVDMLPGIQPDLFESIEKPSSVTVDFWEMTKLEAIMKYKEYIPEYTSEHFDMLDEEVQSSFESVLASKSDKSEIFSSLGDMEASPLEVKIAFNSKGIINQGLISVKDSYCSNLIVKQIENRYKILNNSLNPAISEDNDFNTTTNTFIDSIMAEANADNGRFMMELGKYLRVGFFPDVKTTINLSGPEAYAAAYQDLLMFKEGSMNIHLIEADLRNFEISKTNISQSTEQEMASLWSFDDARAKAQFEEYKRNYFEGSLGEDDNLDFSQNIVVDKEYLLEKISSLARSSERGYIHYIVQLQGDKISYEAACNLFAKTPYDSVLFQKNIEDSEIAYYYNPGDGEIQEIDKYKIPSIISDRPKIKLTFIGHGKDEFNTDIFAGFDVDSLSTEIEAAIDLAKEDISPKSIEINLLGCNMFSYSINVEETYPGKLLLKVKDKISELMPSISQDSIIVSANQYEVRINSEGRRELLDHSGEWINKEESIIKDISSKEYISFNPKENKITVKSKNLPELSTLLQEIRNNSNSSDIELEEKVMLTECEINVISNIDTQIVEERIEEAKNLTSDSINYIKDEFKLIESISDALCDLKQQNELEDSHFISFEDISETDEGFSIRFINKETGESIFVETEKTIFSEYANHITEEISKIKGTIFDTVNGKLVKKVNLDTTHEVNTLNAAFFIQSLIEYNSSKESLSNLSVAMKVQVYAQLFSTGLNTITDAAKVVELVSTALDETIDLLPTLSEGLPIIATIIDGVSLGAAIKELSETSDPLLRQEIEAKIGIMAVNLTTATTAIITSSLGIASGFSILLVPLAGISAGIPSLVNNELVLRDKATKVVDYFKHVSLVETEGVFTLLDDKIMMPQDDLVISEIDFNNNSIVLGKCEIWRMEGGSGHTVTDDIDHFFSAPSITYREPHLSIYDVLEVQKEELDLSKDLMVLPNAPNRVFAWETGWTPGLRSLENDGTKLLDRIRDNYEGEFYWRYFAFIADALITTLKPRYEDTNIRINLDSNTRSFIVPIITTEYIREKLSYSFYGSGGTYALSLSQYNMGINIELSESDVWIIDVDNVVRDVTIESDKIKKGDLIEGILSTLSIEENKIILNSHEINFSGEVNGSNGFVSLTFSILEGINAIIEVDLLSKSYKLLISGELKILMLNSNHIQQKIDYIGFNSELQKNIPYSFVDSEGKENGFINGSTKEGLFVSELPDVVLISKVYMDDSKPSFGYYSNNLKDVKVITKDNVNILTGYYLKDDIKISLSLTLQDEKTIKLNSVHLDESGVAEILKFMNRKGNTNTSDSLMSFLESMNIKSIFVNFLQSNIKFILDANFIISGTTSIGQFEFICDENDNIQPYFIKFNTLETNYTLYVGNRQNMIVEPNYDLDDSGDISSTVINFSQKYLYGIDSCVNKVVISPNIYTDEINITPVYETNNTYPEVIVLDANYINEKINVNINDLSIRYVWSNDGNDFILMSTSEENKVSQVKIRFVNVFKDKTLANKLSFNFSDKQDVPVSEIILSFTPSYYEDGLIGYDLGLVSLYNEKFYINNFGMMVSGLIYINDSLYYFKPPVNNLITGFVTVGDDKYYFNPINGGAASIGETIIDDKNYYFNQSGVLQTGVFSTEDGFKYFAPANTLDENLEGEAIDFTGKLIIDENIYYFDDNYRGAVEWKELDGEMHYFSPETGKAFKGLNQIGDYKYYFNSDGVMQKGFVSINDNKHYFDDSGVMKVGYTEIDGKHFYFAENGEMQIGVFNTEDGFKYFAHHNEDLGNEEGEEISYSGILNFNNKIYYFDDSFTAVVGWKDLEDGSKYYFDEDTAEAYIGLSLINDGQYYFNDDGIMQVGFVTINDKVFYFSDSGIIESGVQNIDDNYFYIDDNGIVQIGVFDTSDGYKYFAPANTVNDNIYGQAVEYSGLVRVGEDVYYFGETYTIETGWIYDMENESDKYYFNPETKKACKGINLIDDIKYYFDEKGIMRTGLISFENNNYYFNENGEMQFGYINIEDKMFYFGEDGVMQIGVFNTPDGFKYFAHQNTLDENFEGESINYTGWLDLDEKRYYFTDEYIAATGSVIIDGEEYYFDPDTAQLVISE
Starred values were filed as active, the others as inactive.

SMILES | TcdB GH inh
C[C@H](CO)N1C[C@H](C)[C@H](CN(C)C(=O)c2ccccc2)Oc2cc(C3=CCCC3)ccc2S1(=O)=O | 0.0
C[C@H](CO)N1C[C@H](C)[C@H](CN(C)Cc2ccc(Cl)c(Cl)c2)OCCCC[C@H](C)Oc2ccc(NC(=O)Nc3ccccc3)cc2C1=O | -0.7
C[C@@H]1CN([C@@H](C)CO)C(=O)c2cccc(NS(=O)(=O)c3ccccc3)c2O[C@@H]1CN(C)C(=O)Nc1ccc2c(c1)OCO2 | 1.0
CN1CCN(C(=O)C[C@@H]2C[C@H]3c4cc(NC(=O)Cc5ccncc5)ccc4O[C@H]3[C@@H](CO)O2)CC1 | -2.3
C[C@H]1CN([C@@H](C)CO)C(=O)c2cc(C#CC(C)(C)O)cnc2O[C@H]1CN(C)C(=O)c1ccccc1F | 1.5
CCCN1[C@@H]2Cn3c(ccc(-c4ccc(F)cc4)c3=O)[C@H]1[C@@H](C(=O)NCCOC)[C@@H]2CO | -3.8
C[C@@H]1CN([C@@H](C)CO)C(=O)c2cc(-c3cccc(F)c3)cnc2O[C@@H]1CN(C)S(C)(=O)=O | -0.5
COc1cccc(NC(=O)N(C)C[C@@H]2Oc3ncc(C#Cc4ccc(F)cc4)cc3C(=O)N([C@@H](C)CO)C[C@@H]2C)c1 | 1.6
COc1ccc(S(=O)(=O)Nc2ccc3c(c2)CC(=O)N([C@@H](C)CO)C[C@@H](C)[C@@H](CN(C)C(=O)NC(C)C)O3)cc1 | 0.0
CCCC#Cc1cnc2c(c1)C(=O)N([C@@H](C)CO)C[C@H](C)[C@@H](CN(C)C(=O)Nc1cccc(F)c1)O2 | -1.2
O=C(Nc1ccc(F)cc1)N1CC(=O)N2[C@H](CO)[C@H](c3ccc(-c4ccc(F)cc4)cc3)[C@H]2C1 | 0.8
CC(C)NC(=O)N(C)C[C@@H]1Oc2c(NC(=O)c3cnccn3)cccc2C(=O)N([C@H](C)CO)C[C@H]1C | 0.6
C[C@@H]1CN([C@@H](C)CO)C(=O)Cc2cc(NS(=O)(=O)c3ccc(F)cc3)ccc2O[C@@H]1CN(C)C(=O)Nc1cccc2ccccc12 | -1.3
C[C@@H]1CN([C@H](C)CO)C(=O)c2cc(-c3ccc(C(=O)N(C)C)cc3)cnc2O[C@@H]1CN(C)C(=O)c1ccncc1 | 0.2
C[C@@H]1CN([C@H](C)CO)C(=O)c2cc(NS(=O)(=O)c3ccccc3)ccc2O[C@@H]1CN(C)C(=O)NC1CCCCC1 | 1.7
COc1ccc(S(=O)(=O)Nc2ccc3c(c2)CC(=O)N([C@@H](C)CO)C[C@H](C)[C@@H](CN(C)S(=O)(=O)c2cccs2)O3)cc1 | -0.2
C[C@@H]1CN([C@@H](C)CO)C(=O)c2c(c3ccccc3n2C)-c2ccccc2CO[C@H]1CN(C)C(=O)CCC(F)(F)F | 1.6
O=C(c1cnccn1)N1CC(=O)N2[C@H](CO)[C@H](c3ccc(C#CC4CCCC4)cc3)[C@@H]2C1 | 0.1
C[C@@H]1CN([C@H](C)CO)C(=O)c2cc(NC(=O)c3ccncc3)ccc2O[C@@H]1CN(C)C | 1.9
CCCNC(=O)N1CC2(C1)[C@H](c1ccccc1)[C@H](CO)N2Cc1cccc(F)c1 | 0.2
C[C@H](CO)N1C[C@H](C)[C@H](CN(C)C(=O)Nc2ccccc2)Oc2ccc(NS(C)(=O)=O)cc2CC1=O | -0.2
Cc1ccc(S(=O)(=O)N(C)C[C@@H]2OCCCC[C@H](C)Oc3ccc(NS(=O)(=O)c4ccccc4)cc3C(=O)N([C@H](C)CO)C[C@@H]2C)cc1 | -0.8
CC(C)(C)[S@@](=O)N1Cc2cc(C(=O)NCc3ccc4c(c3)OCO4)nc(-c3cccc(-c4cccnc4)c3)c2[C@H]1CCO | 1.1
CCCC(=O)Nc1ccc2c(c1)C(=O)N(C)C[C@@H](OC)[C@@H](C)CN(S(=O)(=O)c1cn(C)cn1)[C@H](C)CO2 | 1.4
Cc1ccc(S(=O)(=O)N(C)C[C@@H]2OCCCC[C@H](C)Oc3ccc(NC(=O)NC(C)C)cc3C(=O)N([C@H](C)CO)C[C@@H]2C)cc1 | 1.7
C[C@H]1CCCCO[C@@H](CN(C)C(=O)Nc2ccc(C(F)(F)F)cc2)[C@@H](C)CN([C@@H](C)CO)C(=O)c2cc(NC(=O)c3ccncc3)ccc2O1 | 0.2
C[C@@H]1CN([C@@H](C)CO)C(=O)c2cccc(NC(=O)C3CCCCC3)c2O[C@H]1CN(C)Cc1ccccc1 | -2.2
C[C@H]1CN([C@@H](C)CO)S(=O)(=O)c2ccc(C#Cc3cccc(F)c3)cc2O[C@H]1CN(C)CC1CC1 | -0.3
C[C@@H]1CN([C@@H](C)CO)C(=O)c2cc(N(C)C)ccc2O[C@@H]1CN(C)S(=O)(=O)c1ccc(F)cc1 | -3.2
CCCNC(=O)Nc1ccc2c(c1)C(=O)N(C)[C@@H]1CC[C@H](CC(=O)NC3CCC3)O[C@H]1CO2 | 18.7*

In a second layout: entries from further up
SMILES	TcdB GH inh
C[C@H](CO)N1C[C@H](C)[C@H](CN(C)C(=O)Nc2ccccc2)Oc2ccc(NS(C)(=O)=O)cc2CC1=O	-0.2
Cc1ccc(S(=O)(=O)N(C)C[C@@H]2OCCCC[C@H](C)Oc3ccc(NS(=O)(=O)c4ccccc4)cc3C(=O)N([C@H](C)CO)C[C@@H]2C)cc1	-0.8
CC(C)(C)[S@@](=O)N1Cc2cc(C(=O)NCc3ccc4c(c3)OCO4)nc(-c3cccc(-c4cccnc4)c3)c2[C@H]1CCO	1.1

Two entries drawn at random from those above, as already listed:
SMILES | TcdB GH inh
C[C@H]1CCCCO[C@@H](CN(C)C(=O)Nc2ccc(C(F)(F)F)cc2)[C@@H](C)CN([C@@H](C)CO)C(=O)c2cc(NC(=O)c3ccncc3)ccc2O1 | 0.2
C[C@@H]1CN([C@@H](C)CO)C(=O)c2cc(N(C)C)ccc2O[C@@H]1CN(C)S(=O)(=O)c1ccc(F)cc1 | -3.2

Further records
SMILES | TcdB GH inh
NC(=O)NCC#Cc1ccc2c(c1)[C@]1(C(=O)N2)[C@H](c2ccccc2OCCO)N2[C@H](c3ccccc3)[C@H](c3ccccc3)OC(=O)[C@H]2[C@@H]1C(=O)N1CCN(c2ncccn2)CC1 | -0.5
CO[C@@H]1CN(C)C(=O)c2ccc(NS(=O)(=O)c3ccccc3)cc2OC[C@H](C)N(Cc2nccs2)C[C@@H]1C | 0.9
C[C@@H]1CN([C@H](C)CO)C(=O)Cc2cc(NC(=O)Cc3cn(C)c4ccccc34)ccc2O[C@@H]1CN(C)Cc1ccc(C(F)(F)F)cc1 | -9.7
C[C@@H]1CCCCO[C@@H](CN(C)Cc2ccc3c(c2)OCO3)[C@H](C)CN([C@@H](C)CO)C(=O)c2cc(NC(=O)c3ccncc3)ccc2O1 | 0.2
CNC[C@@H]1OCCCC[C@H](C)Oc2ccc(NC(=O)Nc3ccccc3)cc2C(=O)N([C@H](C)CO)C[C@H]1C | 0.9
C[C@@H]1CN([C@H](C)CO)C(=O)Cc2cc(NC(=O)Cc3ccccc3)ccc2O[C@@H]1CN(C)S(=O)(=O)c1ccc(F)cc1 | 1.7
C[C@@H]1CCCCO[C@H](CN(C)Cc2ccc(C(=O)O)cc2)[C@H](C)CN([C@@H](C)CO)C(=O)c2cc(NC(=O)c3ccccc3)ccc2O1 | -0.3
CS(=O)(=O)N1CC(=O)N2[C@@H](CO)[C@H](c3ccc(C#Cc4ccc(F)cc4)cc3)[C@@H]2C1 | -0.3
O=C(C[C@H]1CC[C@@H]2[C@H](COC[C@H](O)CN2C(=O)Nc2ccc(Cl)c(Cl)c2)O1)NCc1ccccc1 | -0.8
C[C@H](CO)N1C[C@H](C)[C@H](CN(C)Cc2cncnc2)Oc2ncc(/C=C/c3ccccc3)cc2C1=O | -1.6
CCC(=O)Nc1ccc2c(c1)OC[C@@H](C)N(C(=O)C1CC1)C[C@H](C)[C@H](OC)CN(C)C2=O | -0.5
N#C[C@H]1[C@@H](c2ccc(C3=CCCC3)cc2)[C@H](CO)N1C(=O)c1ccccn1 | -0.8
C[C@H](CO)N1C[C@H](C)[C@H](CN(C)CC2CCCCC2)Oc2c(NC(=O)Nc3ccc(C(F)(F)F)cc3)cccc2C1=O | 0.6
CN(C)CCCNC(=O)C[C@H]1CC[C@H]2[C@@H](COc3ccc(NC(=O)C4CCC4)cc3C(=O)N2C)O1 | -0.3
COc1ccc(NC(=O)N(C)C[C@@H]2OCCCC[C@H](C)Oc3ccc(NS(=O)(=O)c4ccc(C)cc4)cc3C(=O)N([C@H](C)CO)C[C@@H]2C)cc1 | -0.1
C[C@@H]1CN([C@@H](C)CO)C(=O)c2cc(NC(=O)C3CCCCC3)ccc2O[C@H]1CN(C)C(=O)NC1CCCCC1 | -6.0
COc1ccc(NC(=O)Nc2cccc3c2O[C@H](CN(C)CC2CC2)[C@@H](C)CN([C@H](C)CO)C3=O)cc1 | 0.4
C[C@@H]1CN([C@H](C)CO)C(=O)c2cc(C3=CCCCC3)cnc2O[C@H]1CN(C)C(=O)Nc1ccc(F)cc1 | -0.2
CC(C)NC(=O)N[C@@H]1CC[C@@H](CCn2cc(-c3ccccc3)nn2)O[C@@H]1CO | 0.1
COc1ccccc1C#Cc1ccc2c(c1)O[C@H](CN(C)Cc1cncnc1)[C@@H](C)CN([C@@H](C)CO)S2(=O)=O | 0.1
C[C@@H]1CN([C@H](C)CO)C(=O)Cc2cc(NC(=O)CCCCCC(=O)Nc3ccccc3N)ccc2O[C@H]1CN(C)Cc1ccncc1 | -1.4
COc1cccc(C(=O)Nc2ccc3c(c2)C(=O)N(C)C[C@H](OC)[C@@H](C)CN(C(=O)C2CCCC2)[C@@H](C)CO3)c1 | -0.5
COc1cccc(-c2cn(CC[C@H]3CC[C@@H](NC(=O)CN(C)C)[C@@H](CO)O3)nn2)c1 | -0.6
O=C(C[C@H]1C=C[C@@H](NC(=O)Nc2ccccc2)[C@H](CO)O1)NCc1ccccn1 | 1.1
COCC(=O)N1C[C@@H](C)[C@H](OC)CN(C)C(=O)c2cc(NC(=O)c3cc(C)on3)ccc2OC[C@@H]1C | -0.4
Cc1cc(C(=O)Nc2cccc3c2O[C@H](CN(C)C(=O)Nc2ccc(F)cc2)[C@H](C)CN([C@@H](C)CO)C3=O)n(C)n1 | 3.5
CN1C(=O)c2cc(NC(=O)c3ccccc3)ccc2OC[C@H]2O[C@H](CC(=O)NC3CCCC3)CC[C@@H]21 | 0.3
C[C@H](CO)N1C[C@H](C)[C@H](CN(C)C(=O)NC2CCCCC2)Oc2ccc(NC(=O)Cn3cnnn3)cc2CC1=O | 0.6
C[C@H]1CN([C@@H](C)CO)C(=O)c2cccc(NC(=O)Nc3ccc4c(c3)OCO4)c2O[C@H]1CN(C)C(=O)Nc1ccc2c(c1)OCO2 | 0.4
CC(C)NC(=O)N(C)C[C@@H]1OCCCC[C@H](C)Oc2ccc(NC(=O)CCC(F)(F)F)cc2C(=O)N([C@@H](C)CO)C[C@H]1C | 1.3

Next section (2 carried over from the part before).
SMILES | TcdB GH inh
C[C@H]1CN([C@@H](C)CO)C(=O)c2cccc(NC(=O)Nc3ccc4c(c3)OCO4)c2O[C@H]1CN(C)C(=O)Nc1ccc2c(c1)OCO2 | 0.4
CC(C)NC(=O)N(C)C[C@@H]1OCCCC[C@H](C)Oc2ccc(NC(=O)CCC(F)(F)F)cc2C(=O)N([C@@H](C)CO)C[C@H]1C | 1.3
COc1ccc(CN(C)C[C@@H]2OCCCC[C@H](C)Oc3ccc(NS(=O)(=O)c4cccs4)cc3C(=O)N([C@H](C)CO)C[C@H]2C)cc1 | 1.0
C[C@@H]1CN([C@H](C)CO)C(=O)Cc2cc(NS(=O)(=O)c3cn(C)cn3)ccc2O[C@H]1CN(C)S(=O)(=O)c1ccc(F)cc1 | -0.4
COc1cccc(-c2cn(CC[C@@H]3CC[C@H](NC(=O)CC4CC4)[C@H](CO)O3)nn2)c1 | -0.8
C[C@@H]1CN([C@H](C)CO)C(=O)c2cc(-c3cccc(C#N)c3)cnc2O[C@H]1CN(C)C(=O)C1CC1 | -0.1
COc1ccc(C#Cc2ccc3c(c2)[C@]2(C(=O)N3)[C@H](c3ccc(OCCO)cc3)N3[C@H](c4ccccc4)[C@H](c4ccccc4)OC(=O)[C@H]3[C@@H]2C(=O)NC[C@H](O)c2ccccc2)cc1 | -0.4
CCCNC(=O)N1C[C@@H](C)[C@H](OC)CN(C)C(=O)c2ccc(NC(=O)C3CCC3)cc2OC[C@H]1C | -0.2
COc1cccc(NC(=O)Nc2ccc3c(c2)C(=O)N(C)[C@H]2CC[C@H](CC(=O)NCCc4ccccc4)O[C@H]2CO3)c1 | 0.1
CN1[C@@H]2c3ccc(-c4ccccc4F)c(=O)n3C[C@@H]2[C@@H](CO)[C@@H]1C(=O)NCc1ccncc1 | 0.2
C[C@@H]1CN([C@@H](C)CO)C(=O)Cc2cc(NC(=O)Cc3cn(C)c4ccccc34)ccc2O[C@H]1CN(C)C(=O)Nc1ccc(C(F)(F)F)cc1 | -1.2
COc1ccc(C#Cc2ccc3c(c2)[C@]2(C(=O)N3)[C@H](C(=O)N3CCCCCCC3)[C@H]3C(=O)O[C@H](c4ccccc4)[C@H](c4ccccc4)N3[C@@H]2c2ccccc2OCCO)cc1 | -0.7
C/C=C/c1cnc2c(c1)C(=O)N([C@H](C)CO)C[C@H](C)[C@@H](CN(C)S(=O)(=O)c1ccccc1)O2 | 1.2
Cc1cccc(S(=O)(=O)N2CC[C@H]3[C@@H](CO)N(C)c4ccc(-c5ccc(C#N)cc5)cc4[C@H]32)c1 | -2.0
C[C@@H]1CN([C@H](C)CO)C(=O)c2cc(NC(=O)Cc3cn(C)c4ccccc34)ccc2O[C@@H]1CN(C)Cc1ccc(C(=O)O)cc1 | -0.8
O=C(Cc1ccccc1)N1CC(=O)N2[C@H](CO)[C@@H](c3ccc(Br)cc3)[C@H]2C1 | 0.3
COc1ccc(NC(=O)Nc2ccc3c(c2)[C@@H]2C[C@H](CC(=O)NCc4ccc5c(c4)OCO5)O[C@@H](CO)[C@@H]2O3)cc1 | -0.9

The list is partial (hit frequency here may not be typical).
